TRAIL sens C8: caspase-8 TRAIL sensitization; NB7+C8 cells + TRAIL, ATPlite viability luminescence; inhibition (viability loss, TRAIL sensitization), % at 10 µM; 360,000 tested, 1% active; AID 624354;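 active means compounds causing at least 50% loss of cell viability in the single-dose screen, relative to plate controls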
NR2F2 inh: blocks human COUP-TFII nuclear receptor; HEK293T NGFI-A luciferase reporter, luminescence; inhibition, % at 8.6 µM; 370,000 tested, 0.7% active;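 active means inhibition above a per-plate cutoff, mean inhibition of test wells between control levels plus 3 SD, cut at about 38% in these data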;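 further: cells cotransfected with COUP-TFII expression vector driving the NGFI-A reporter; 0% = median of COUP-TF2 test wells and 100% = reporter-only cells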
Target sequence (P24468 whole entry, looked up): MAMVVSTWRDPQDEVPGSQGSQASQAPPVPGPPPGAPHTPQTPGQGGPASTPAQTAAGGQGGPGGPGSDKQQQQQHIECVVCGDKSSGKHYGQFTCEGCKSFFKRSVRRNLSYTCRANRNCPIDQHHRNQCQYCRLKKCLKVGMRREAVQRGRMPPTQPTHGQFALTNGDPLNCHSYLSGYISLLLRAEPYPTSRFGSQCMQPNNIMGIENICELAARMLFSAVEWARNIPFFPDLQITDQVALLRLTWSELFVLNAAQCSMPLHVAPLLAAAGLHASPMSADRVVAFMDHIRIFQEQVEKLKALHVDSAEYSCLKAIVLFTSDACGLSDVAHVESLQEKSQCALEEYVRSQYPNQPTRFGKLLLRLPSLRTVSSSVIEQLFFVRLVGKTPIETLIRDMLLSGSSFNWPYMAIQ
NOD2 RIPK2 PPI: inhibitors of human NOD2-RIPK2 interaction; inhibition, % at 4.98 µM; CHO BLA complementation NOD2-RIPK2, CCF4 ratio; 360,000 tested, 0.38% active; AID 624267; in the data active means inhibition above about 21%;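 further: 0% = vehicle only and 100% = reference blocker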
Target sequence (O43353 whole entry, looked up): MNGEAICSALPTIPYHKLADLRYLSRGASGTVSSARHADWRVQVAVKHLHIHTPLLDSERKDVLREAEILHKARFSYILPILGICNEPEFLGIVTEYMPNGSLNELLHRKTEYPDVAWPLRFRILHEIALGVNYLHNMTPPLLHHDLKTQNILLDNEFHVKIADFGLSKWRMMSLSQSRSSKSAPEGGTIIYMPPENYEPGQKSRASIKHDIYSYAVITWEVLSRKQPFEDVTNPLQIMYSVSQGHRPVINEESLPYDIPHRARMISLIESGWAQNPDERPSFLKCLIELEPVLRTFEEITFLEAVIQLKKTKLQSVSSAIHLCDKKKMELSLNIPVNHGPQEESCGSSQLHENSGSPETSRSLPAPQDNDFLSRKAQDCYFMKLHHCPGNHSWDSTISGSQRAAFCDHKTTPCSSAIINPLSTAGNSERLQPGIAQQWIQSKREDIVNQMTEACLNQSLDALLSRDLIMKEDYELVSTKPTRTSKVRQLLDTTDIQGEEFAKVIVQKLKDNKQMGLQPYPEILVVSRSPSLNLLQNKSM
LMP1 NFkB inh: Epstein-Barr LMP1 NF-kappaB reporter inhibition. inhibition, % at 12.5 µM. LMP1-induced NF-kappaB luciferase reporter cells, luminescence. 350,000 tested, 0.69% active; in the data active means inhibition above about 41%;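 further: 0% = neutral control wells and 100% = reference inhibitor control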
SRC1 inh: inhibits human SRC1 coactivator. Q15788. HEK293 GAL4-SRC1 luciferase reporter, luminescence. inhibition, % at 3.6 µM. 360,000 tested, 0.12% active;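 active means inhibition above the campaign mean plus 3 SD, with each screening campaign given its own cutoff, cut at about 60% in these data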;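 further: 0% = DMSO treated cells and 100% = gossypol at 36 µM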
SRC3 inh: inhibits human SRC3 coactivator; 360,000 tested, 0.17% active; HEK293 GAL4-SRC3 luciferase reporter, luminescence; Q9Y6Q9; inhibition, % at 3.6 µM;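 active means inhibition above a per-campaign cutoff, the mean of all compounds plus 3 SD, cut at about 60% in these data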;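 further: 0% = DMSO-treated cells and 100% = gossypol-treated cells at 36 µM; higher means less SRC3-driven luciferase light from the GAL4 reporter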
LRH-1 inv ag: NR5A2 inverse agonism in reporter assay | 360,000 tested, 0.13% active | AID 602396 | HEK293T StAR-luciferase reporter, LRH-1 transfected, 24 h | inhibition, % at 3.6 µM;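 active means inhibition above the mean inhibition of all tested compounds plus 3 SD, cut at about 73% in these data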;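 further: 0% = DMSO wells and 100% = reporter-only cells lacking LRH-1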
TROY signal inh: inhibitors of TROY-dependent NF-kB signaling; Q293 LMP1-TROYcd NF-kB luciferase reporter, 4 h; 360,000 tested, 0.98% active; AID 1347056; inhibition, % at 10 µM;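 active means compounds whose plate-normalised and pattern-corrected inhibition of the luciferase reporter signal at the single screening dose is 50% or more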
SRC2 inh: inhibits human steroid receptor coactivator 2. Q15596. HEK293 GAL4-SRC2 luciferase reporter, luminescence. inhibition, % at 9 µM. 370,000 tested, 0.17% active. AID 651957;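 active means inhibition above the mean inhibition of all tested compounds plus 3 SD, set per campaign, cut at about 52% in these data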;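 further: 0% = DMSO treated cells and 100% = cells given Gossypol at 36 µM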
TWEAK Fn14 block: inhibitors of TWEAK-Fn14 interaction signaling | TWEAK-stimulated Fn14 reporter cells, luciferase luminescence, 8 h | inhibition, % at 10 µM | 360,000 tested, 2% active | AID 1159606; in the data active means inhibition above about 50%
TLR9-MyD88 block: blocks human TLR9 binding to MyD88. Q9NR96+Q99836. CHO BLA complementation TLR9-MyD88, CCF4 FRET ratio. inhibition, % at 4.98 µM. 340,000 tested, 0.21% active. AID 504734;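 active means inhibition above the mean over all tested compounds plus 3 SD, cut at about 21% in these data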;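 further: 0% = DMSO only wells and 100% = clavulanate BLA inhibitor control wells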
Numbers without * were called inactive; . = not tested or not shown. Some of the compounds tested; count on the stated rates, not on these rows.

Keys – A = TRAIL sens C8; B = NR2F2 inh; C = NOD2 RIPK2 PPI; D = LMP1 NFkB inh; E = SRC1 inh; F = SRC3 inh; G = LRH-1 inv ag; H = TROY signal inh; I = SRC2 inh; J = TWEAK Fn14 block; K = TLR9-MyD88 block
molecule: Cc1ccoc1C(=O)Nc1cccc2ccccc12
  A: 7; B: -16; C: 4; D: -35; E: -4; F: -19; G: -35; H: -2; I: -10; J: 4; K: -5
molecule: COc1ccccc1NC(=O)c1nnn(CC(=O)Nc2cc(C)cc(C)c2)c1N
  A: 19; B: -4; C: 0; D: 5; E: -29; F: 12; G: -10; H: -6; I: -33; J: -13; K: -3
molecule: CC1S/C(=N/N=C/c2ccco2)N(Cc2ccc(F)cc2)C1=O (stereo unspecified)
  A: 2; B: -4; C: -1; D: -5; E: -39; F: -2; G: -19; H: -6; I: -45; J: 12; K: -7
molecule: CC(=O)Oc1ccc(C(=O)Nc2ccccc2C(=O)Nc2ccc(C(=O)O)cc2)cc1
  A: 8; B: -9; C: -2; D: 7; E: -13; F: -2; G: 14; H: 5; I: 12; J: 0; K: -7
molecule: CCOC(=O)Cc1csc(SCC(=O)Nc2sc3c(c2C(N)=O)CCC3)n1
  A: 9; B: 15; C: -4; D: -7; E: -3; F: 13; G: -19; H: 6; I: -4; J: -14; K: 5
molecule: CCOC(=O)CNC(=O)COc1ccc(Cl)cc1Br
  A: -5; B: -4; C: -6; D: 0; E: -2; F: -7; G: -12; H: -38; I: -8; J: -19; K: 6
molecule: CN(C(=O)c1cccc(C(F)(F)F)c1)C1CCCc2ccccc21 (stereo unspecified)
  A: 3; B: 1; C: -3; D: -3; E: 2; F: 3; G: -4; H: 0; I: 5; J: -5; K: -1
molecule: S=C(Nc1ccccc1Cl)NC1CCN(Cc2ccccc2)CC1
  A: -5; B: -8; C: 8; D: 9; E: 8; F: -4; G: -13; H: 13; I: 20; J: 9; K: 1
molecule: Clc1ccccc1CSc1nc2ccncc2[nH]1
  A: 76*; B: -59; C: 7; D: -8; E: -70; F: -72; G: -90; H: -44; I: -62; J: -1; K: 1
molecule: CCCCNc1c(CC(C)C)nc2nc(C)cc(C)n12
  A: -5; B: -3; C: 9; D: .; E: .; F: .; G: 8; H: -11; I: -22; J: 3; K: .
molecule: C=CCSc1ncc(-c2ccccc2)cn1
  A: 5; B: -17; C: 12; D: -22; E: -51; F: -31; G: -24; H: -27; I: -28; J: -23; K: 5
molecule: Cn1cnc2c1c(=O)n(Cc1ccccc1C#N)c(=O)n2C
  A: -14; B: -12; C: 8; D: 2; E: -6; F: -70; G: -20; H: 3; I: -10; J: 5; K: -11
molecule: Cc1nc2sccn2c(=O)c1S(=O)(=O)NCCc1ccc(Cl)cc1
  A: -6; B: 0; C: -8; D: -1; E: -31; F: 12; G: -24; H: -22; I: -18; J: -11; K: -6
molecule: COc1ccc(-c2cc(-c3c(O)c(OC)c4occc4c3OC)[nH]n2)cc1
  A: -3; B: -7; C: 1; D: 1; E: -14; F: 2; G: -31; H: -1; I: -48; J: -1; K: 5
molecule: CCCn1c(CN2CCN(C(=O)OCC)CC2)nc2cc(NC(=O)C(C)C)ccc21
  A: 16; B: 17; C: 3; D: -10; E: 10; F: 7; G: 17; H: -32; I: -16; J: 7; K: 13
molecule: O=C(N/N=C/c1ccc(O)cc1O)c1ccc(NC(=O)C2CCCCC2)cc1
  A: 30; B: -8; C: 8; D: 2; E: 13; F: 55; G: 31; H: -6; I: -13; J: -59; K: -15
molecule: COc1ccccc1N1CCN(C(=O)C(=O)N/N=C/c2ccccc2F)CC1
  A: -6; B: -16; C: -2; D: -4; E: -3; F: 9; G: 3; H: -12; I: 18; J: 15; K: -1
molecule: CCOc1cc2c(cc1O)C(=NO)CC1C2CCC2(C)C(O)CCC12 (stereo unspecified)
  A: -5; B: -72; C: 14; D: -3; E: -18; F: 8; G: 30; H: 12; I: 3; J: 17; K: 0
molecule: COc1ccc(CC(=O)N[C@@H]2c3ccccc3CC[C@H]2OCc2ccccc2)cc1
  A: -10; B: 1; C: 1; D: 3; E: 19; F: 8; G: -7; H: 17; I: 6; J: -3; K: -13
molecule: Nc1nc2c(ncn2C2CCCC2)c(=O)[nH]1
  A: 2; B: 6; C: -1; D: -3; E: -6; F: -6; G: 10; H: 12; I: -11; J: 12; K: 3
molecule: CCn1cc(C(=O)NC(C)C2CC3CCC2C3)cn1 (stereo unspecified)
  A: -4; B: 8; C: -7; D: 5; E: -10; F: 20; G: 5; H: 5; I: 6; J: -12; K: 3
molecule: N/C(=N\OS(=O)(=O)c1cccc([N+](=O)[O-])c1)c1ccncc1
  A: -4; B: -6; C: 0; D: 0; E: -3; F: -5; G: 4; H: 13; I: -10; J: 4; K: -12
molecule: C/C(=C\COc1cc(=O)[nH]c2ccccc12)CCC(O)C(C)(C)O (stereo unspecified)
  A: 20; B: 4; C: -23; D: 4; E: -7; F: -2; G: -23; H: 0; I: 1; J: 17; K: -4
molecule: CCN(CC)S(=O)(=O)c1cccc(NC(=O)/C=C/c2ccc([N+](=O)[O-])cc2)c1
  A: 7; B: 17; C: -4; D: -13; E: 12; F: -3; G: 12; H: 26; I: 11; J: -8; K: -6
molecule: CC(=O)Nc1c(C#N)c(C(C)(C)C)cn1C
  A: -8; B: -7; C: -14; D: -3; E: -5; F: 8; G: 6; H: -11; I: -3; J: -6; K: 0
molecule: Cc1ccc(S(=O)(=O)N2CCN(S(=O)(=O)c3cccs3)CC2)cc1
  A: -17; B: -5; C: -13; D: -14; E: -14; F: -14; G: -12; H: -10; I: 13; J: -7; K: 6
molecule: Cc1ccc(NCc2nnc(SCC#N)o2)c(C)c1
  A: -13; B: -1; C: -14; D: -11; E: -9; F: -56; G: 5; H: -12; I: -4; J: -12; K: -9
molecule: COC(=O)[C@]1(Cc2ccccc2)N[C@H](CN(C)S(=O)(=O)c2ccc(F)cc2)[C@@H]2C(=O)N(Cc3ccccc3)C(=O)[C@@H]21
  A: 2; B: 0; C: -2; D: -3; E: 3; F: -18; G: 11; H: 8; I: -10; J: 1; K: -2
molecule: O=C(NCC1CCCCC1)c1ccc(=O)[nH]c1
  A: 2; B: -6; C: 1; D: -4; E: -15; F: 12; G: 6; H: -38; I: 12; J: -16; K: -9
molecule: C=C(C)Cn1c(C)cc(C)c(S(=O)(=O)c2ccccc2C)c1=O
  A: 8; B: 18; C: 0; D: 5; E: 6; F: 9; G: 12; H: -5; I: -4; J: -16; K: 9
molecule: Cc1ccc(C)c(NC(=O)c2cnccn2)c1
  A: -2; B: 8; C: 7; D: 1; E: 7; F: -2; G: 7; H: -11; I: -20; J: -7; K: -2
molecule: CCOc1cc(C(=O)Nc2cccnc2)cc(OCC)c1OCC
  A: 7; B: 13; C: -5; D: 0; E: 14; F: -22; G: -6; H: 52*; I: -13; J: 21; K: 1
molecule: O=C(CN1CCN(S(=O)(=O)c2ccc(F)cc2)CC1)Nc1ccc2c(c1)OCCO2
  A: 2; B: -7; C: -2; D: -9; E: -7; F: 2; G: 33; H: 4; I: -1; J: -2; K: -11
molecule: O=C(NCCNc1ccc([N+](=O)[O-])cc1)c1cccc2c(Br)cccc12
  A: 7; B: 11; C: -1; D: -13; E: 6; F: 22; G: 2; H: 26; I: 1; J: -21; K: 0
molecule: O=C(CSc1ccc2c(c1)OCCO2)Nc1cccnc1
  A: 1; B: 4; C: -3; D: -2; E: 2; F: 15; G: 9; H: 3; I: 22; J: 15; K: -10
molecule: CC(=O)C1C(=O)CC(c2ccc(Cl)cc2)CC1=O (stereo unspecified)
  A: -9; B: -8; C: 0; D: 1; E: 5; F: 0; G: 11; H: 0; I: -17; J: -3; K: -1
molecule: CC1(C)CC(=O)C(C=NCCN2CCOCC2)=C(O)C1
  A: 9; B: -16; C: 4; D: -8; E: -14; F: -10; G: 4; H: -42; I: -10; J: 2; K: -1
molecule: O=C(Cc1ccc(N2CCNC2=O)cc1)N1CCCC(Nc2cccc(F)c2)C1 (stereo unspecified)
  A: 18; B: 7; C: 4; D: -3; E: -14; F: -22; G: 19; H: 2; I: -13; J: 7; K: 10
molecule: COc1cccc(/C=C/C(=O)c2cccc([N+](=O)[O-])c2)c1OC
  A: -6; B: 2; C: 2; D: 10; E: -23; F: 0; G: 23; H: 15; I: -11; J: 25; K: 1
molecule: COc1ccccc1/C=N/NC(=O)c1ccccc1NS(=O)(=O)c1ccc(C)cc1
  A: -4; B: 4; C: 1; D: 1; E: 16; F: 17; G: 17; H: 1; I: -12; J: 4; K: -1
molecule: O=C(NS(=O)(=O)c1ccc(Cl)cc1)c1ccccc1
  A: -4; B: -25; C: -5; D: 2; E: -5; F: 17; G: 15; H: 6; I: -34; J: 9; K: -10
molecule: Nc1cc(=O)[nH]c(SCC(=O)Nc2cccc(S(=O)(=O)N3CCCCCC3)c2)n1
  A: -15; B: 22; C: -3; D: -2; E: -16; F: -3; G: -3; H: 1; I: 11; J: -5; K: 4
molecule: COc1cc(NC(=O)c2ccc(Br)cc2)c(OC)cc1NC(=O)c1ccccc1
  A: 18; B: -4; C: -1; D: -4; E: -3; F: -4; G: -7; H: -36; I: -15; J: -29; K: -5
molecule: COCCCNC(=O)C[C@@H]1C[C@@]2(C(=O)OC)CCCCC=C2N(Cc2ccc(Cl)cc2Cl)C1=O
  A: 7; B: 7; C: -8; D: .; E: .; F: .; G: -20; H: 4; I: 2; J: 5; K: .
molecule: CCN1CCCC1CNc1ncnc2c1[nH]c1ccc(Cl)cc12 (stereo unspecified)
  A: 1; B: -9; C: 7; D: -8; E: -8; F: -7; G: -9; H: .; I: 1; J: -25; K: -5
molecule: O=C(NCc1cccnc1)c1ccc(Cn2cc(C(F)(F)F)ccc2=O)cc1
  A: 0; B: 11; C: -4; D: -6; E: 0; F: 15; G: 13; H: -11; I: -2; J: 11; K: -4
molecule: CC/C(=N\NC(=O)c1nnn(-c2nonc2N)c1CN(C)c1ccccc1)c1ccccc1
  A: -3; B: -6; C: 7; D: -3; E: -15; F: -35; G: -3; H: 3; I: -3; J: -20; K: -8

3 compounds out of the list above, arranged by their value in SRC2 inh, rising:
mol | SRC2 inh
Cc1ccc(C)c(NC(=O)c2cnccn2)c1 | -20
COc1ccccc1/C=N/NC(=O)c1ccccc1NS(=O)(=O)c1ccc(C)cc1 | -12
CC1(C)CC(=O)C(C=NCCN2CCOCC2)=C(O)C1 | -10
